High-throughput results deposited in PubChem BioAssay by National Center for Advancing Translational Sciences (NCATS).
Epigenetic derep: derepresses silenced GFP reporter in murine cells; murine LDR cells, GFP reporter derepression, 30 h; Potency, µM (series often up to 53.9 µM), for inactives: at the top dose GFP activation, usual class: activators; 280,000 compounds, 0.2% hits; also: potency is read from the fitted curve at half-maximal effect; % of control where 0% means no effect; nearly all actives have a fitted effect of over 60% in size
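Derepression of a silenced CMV-GFP reporter in murine LDR cells is scored by enumerating GFP-positive cells with a laser-scanning microplate cytometer after 30 hours of treatment at 37 C.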
CBFb RUNX1 block: CBF-beta/RUNX1 interaction disruption. AID 1477. Potency, µM (series often up to 59.8 µM), without a hit: at the highest dose activity, negative = inhibition, most hits filed as inhibitors. AlphaScreen CBFb-His/RUNX1-biotin binding, biochemical. 230,000 tested, under 10 active. Q01196+Q13951; also: % of control where 0% means no effect
Target sequence (Q01196 whole entry, looked up): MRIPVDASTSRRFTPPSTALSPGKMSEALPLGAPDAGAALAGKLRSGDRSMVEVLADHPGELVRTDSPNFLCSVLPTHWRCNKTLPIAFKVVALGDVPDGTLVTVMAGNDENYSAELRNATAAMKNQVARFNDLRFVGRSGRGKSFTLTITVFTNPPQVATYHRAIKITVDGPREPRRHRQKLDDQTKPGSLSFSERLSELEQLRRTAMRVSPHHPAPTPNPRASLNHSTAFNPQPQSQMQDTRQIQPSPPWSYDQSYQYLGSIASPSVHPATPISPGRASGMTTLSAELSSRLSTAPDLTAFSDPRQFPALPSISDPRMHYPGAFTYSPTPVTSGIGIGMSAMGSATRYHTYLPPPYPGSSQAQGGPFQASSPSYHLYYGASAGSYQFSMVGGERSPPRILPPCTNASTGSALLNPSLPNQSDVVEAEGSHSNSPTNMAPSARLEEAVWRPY
Target sequence (Q13951 whole entry, looked up): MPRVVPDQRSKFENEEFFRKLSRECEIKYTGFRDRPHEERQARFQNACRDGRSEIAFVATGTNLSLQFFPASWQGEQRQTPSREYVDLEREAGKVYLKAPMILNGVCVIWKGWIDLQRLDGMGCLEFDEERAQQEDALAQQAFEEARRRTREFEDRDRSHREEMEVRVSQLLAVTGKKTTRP
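Interaction loss through any mechanism counts as activity. Pre-formed complex of His-CBF-beta and biotin-RUNX1 (30 nM apiece) is incubated with compound 15 min, then with 50 ng nickel and 50 ng streptavidin beads for 90 min before AlphaScreen detection.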
aGal spleen mod: inhibitors or activators of human alpha-galactosidase in spleen homogenate. P06280. human spleen homogenate, 4MU-alpha-Gal fluorescence, 40 min. Potency, µM (titrated, usually from 80 µM), without a hit: at the highest dose activity change, negative = inhibition, actives largely listed as inhibitors. 240,000 compounds, 0.008% hits;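 also: potency is read from the fitted curve at half-maximal effect; 0% = enzyme with vehicle and -100% = no enzyme basal signal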
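Human spleen homogenate (1 ug) as enzyme source, 4-methylumbelliferyl-alpha-D-galactopyranoside 1 mM final, citrate/phosphate pH 5.0 with 0.01% Tween-20. Compounds 40 min at 37C, NaOH/glycine stop; fluorescence Ex 365/Em 440, Hill-fit AC50.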
NPSR antag: antagonists of human neuropeptide S receptor cAMP signaling | Q6W5P4 | CHO-NPSR cells, cAMP TR-FRET, antagonist mode | Potency, µM (titrated, usually from 38.3 µM), without a hit: top-dose activity change, negative = inhibition, usual class: inhibitors | 220,000 compounds, 1% hits | AID 1461; also: potency is read from the fitted curve at half-maximal effect; % is scaled to controls: 0 for no effect and ±100 for the full control effect; nearly all actives have a fitted effect of over 50% in size; many of its hits are not listed in these tables
Target sequence (Q6W5P4 whole entry, looked up): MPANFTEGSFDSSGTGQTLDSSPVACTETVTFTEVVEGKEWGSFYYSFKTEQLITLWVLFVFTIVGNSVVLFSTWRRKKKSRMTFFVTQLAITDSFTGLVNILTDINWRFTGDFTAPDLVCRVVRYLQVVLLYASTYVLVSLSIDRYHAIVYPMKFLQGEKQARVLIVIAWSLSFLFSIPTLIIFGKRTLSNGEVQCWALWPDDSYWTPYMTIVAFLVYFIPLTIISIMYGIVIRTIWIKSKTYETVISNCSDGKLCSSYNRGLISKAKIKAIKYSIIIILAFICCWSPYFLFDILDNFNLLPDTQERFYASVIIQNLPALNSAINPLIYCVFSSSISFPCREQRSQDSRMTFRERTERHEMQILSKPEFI
Tau FP inhib: tau fibrillization inhibition (FP); AID 1468; Potency, µM (top dose mostly 57.7 µM), for the others: top-dose activity, negative = inhibition, most hits filed as inhibitors; K18 P301L tau heparin fibrillization, Alexa594 FP, 6 h; P10636; 280,000 compounds, 0.39% hits; also: potency is read from the fitted curve at half-maximal effect; % is scaled to controls: 0 for no effect and ±100 for the full control effect; nearly all actives have a fitted effect of over 55% in size
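Compound effects on tau fibrillization are measured by Alexa 594 fluorescence polarization (ex 555, em 632 nm). K18 P301L tau is used at 15 uM with 0.24 uM labeled tracer, and 20 uM heparin induces aggregation over 6 hr at 37 C.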
TR SRC2 fluor cs: Texas Red fluorescence interference in TRb-SRC2 counter-screen; TRb/SRC2 Texas Red total fluorescence interference; Potency, µM (doses to about 106 µM), for inactives: at the highest dose fluorescence change, negative = quenching; 280,000 compounds, 0.29% hits; active = well fitted curve in either direction with a large enough effect; inconclusive = small, poorly fitted or top-dose-only effect; also: potency is read from the fitted curve at half-maximal effect; % is scaled to controls: 0 for no effect and ±100 for the full control effect
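Human TRb ligand-binding domain at 0.6 uM with 20 nM Texas Red SRC2 peptide in Tris buffer containing 1 uM T3 and 5% DMSO, incubated with compound 5 h at ambient temperature. Total fluorescence (555/632 nm) calculated as parallel + 2 × perpendicular.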
TRb-SRC2 inh: TRbeta-SRC2 interaction inhibition. P10828. TRbeta-SRC2 peptide binding, fluorescence polarization; receptor liganded with 1 µM T3. Potency, µM (doses to about 106 µM), for the others: at the highest dose activity change, negative = inhibition, most hits filed as inhibitors. 280,000 compounds, 0.065% hits. AID 1469;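 also: potency is read from the fitted curve at half-maximal effect; plate controls were bound peptide for no effect and peptide without receptor for full effect; nearly all actives have a fitted effect of over 50% in size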
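A fluorescence polarization screen tested compounds at multiple concentrations against complex formation between 0.6 uM TRb ligand-binding domain and 20 nM Texas Red SRC2 peptide, with 1 uM T3 present; readout after 5 hr.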
Tau fluor counter: counter-screen for tau fibril formation inhibitors | 280,000 compounds, 0.93% hits | tau K18 P301L (four-repeat tau fragment) Alexa594 fluorescence, heparin fibrillization | Potency, µM (doses to about 57.7 µM), inactives show at the top dose activity change, negative = decrease; also: potency is read from the fitted curve at half-maximal effect; % is scaled to controls: 0 for no effect and ±100 for the full control effect; nearly all actives have a fitted effect of over 55% in size
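Human K18 P301L tau (15 uM unlabeled plus 0.24 uM Alexa 594-labeled, final) in 100 mM sodium acetate pH 7 was mixed with compound and 20 uM heparin and incubated 6 hr at 37 C.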
Starred values were filed as active, the others as inactive; ? = inconclusive; / = not tested or not shown; [ ] = remark or other dose. Unless noted, calls follow the shape of the dose curve; as a rule, active = well fitted curve in the direction sought with a large enough effect; inconclusive = small, poorly fitted or top-dose-only effect, or another doubt; inactive = no such curve, though single readings can be large; an effect the other way counts as inactive or inconclusive. Only part of the results is shown (hit frequency here may not be typical).

SMILES	Epigenetic derep	CBFb RUNX1 block	aGal spleen mod	NPSR antag	Tau FP inhib	TR SRC2 fluor cs	TRb-SRC2 inh	Tau fluor counter
COC(=O)c1ccc(COC(=O)CNS(=O)(=O)c2ccc(C)cc2)cc1	-3.2%	-9%	7%	9%	0%	-2%	2%	-10%
Cc1cc(NC(=O)CSc2nnc3c(C)cc4cc5c(cc4n23)OCO5)no1	-0.2%	14%	1%	7%[46.1 µM]	-4%	-3%	0%	-5%
COc1ccc(C2c3c(C)nn(-c4ccccc4)c3NC(=O)N2c2ccccc2)cc1 (stereo not given)	-1.0%	-6%	1%	-18%	-12%	-1%	-15%	-7%
COc1ccc(N=Cc2c(O)n(-c3ccc(OC)cc3)c(=O)c3ccccc23)cc1	?	1%	13%	12%	2%	-1%	2%	-15%
O=C(c1ccc2ccccc2c1)C1CCCN(S(=O)(=O)c2cccnc2)C1 (stereo not given)	-2.8%	5%	2%	3%	4%	-1%	-3%	?
CCNS(=O)(=O)c1ccc2nc(NC(=O)/C=C/c3cc(OC)c(OC)c(OC)c3)sc2c1	-1.5%	8%	-8%	10%	3%	-2%	-4%	3%
COC(=O)c1ccccc1NC(=O)COC(=O)/C=C/c1ccco1	3.2%	-17%	-6%	0%	-10%	-2%	12%	-6%
O=C(NCc1ccccc1)c1ccc(Cl)cc1	-2.1%	9%	1%	3%	-7%	-1%	-3%	-25%
Oc1cnc2ccccc2c1CN1CCOCC1	-4.7%	5%	?	12%[46.1 µM]	7%	-7%	-1%	1%
O=C(O)CCCC(=O)Nc1ccccc1Br	-1.0%	0%	1%	-4%[46.1 µM]	2%	-3%	-6%	0%
Cc1ccc(-c2c(C)cc3oc(=O)cc(-c4ccccc4)c3c2C)cc1	1.7%	4%[89.1 µM]	-2%[119 µM]	/	-2%[81.3 µM]	-1%	5%	-8%[81.3 µM]
O=C1Nc2ccccc2CCC1Sc1nnc(-c2ccc(Cl)cc2)s1 (stereo not given)	0.0%	3%	-1%	-21%[46.1 µM]	-8%	-3%	0%	-19%
COc1ccc(C(O)c2nc3ccccc3s2)cc1 (stereo not given)	-0.4%	1%	4%	0%[46.1 µM]	-8%	1%	-2%	-1%
Fc1ccc(/C=N/n2c(-c3cccs3)n[nH]c2=S)cc1	0.0%	10%	-2%	-17%[46.1 µM]	6%	-3%	2%	11%
COc1cc2[nH]ccc(=O)c2cc1OC	0.2%	7%	-3%	4%	-1%	-4%	-1%	-3%
CCCCNc1cc(Cl)nc(N)n1	-0.3%	7%	-4%	-2%[7.67 µM]	4%	-3%	0%	1%
Cc1ccc(Cl)c(OCC(=O)OCC(=O)NC2CCCc3ccccc32)c1 (stereo not given)	0.0%	6%	10%	14%	-9%	-12%	0%	-10%
CC(OC(=O)Nc1cccc(Cl)c1)C(=O)O (stereo not given)	1.1%	4%	2%	15%	7%	0%	4%	6%
O=S(=O)(NCc1cccnc1)c1ccccc1	-0.7%	2%	0%	0%[46.1 µM]	9%	-3%	-1%	0%
O=C(CN1CCCCC1)NNc1nc(-c2ccccc2)c2cc(Cl)ccc2n1	5.8%	-5%	5%	-33%	-1%	-1%	4%	1%
O=C(Nc1ccc(F)cc1)C1CCCN(S(=O)(=O)c2cccc3cccnc23)C1 (stereo not given)	0.7%	-4%	-3%	-9%[46.1 µM]	-7%	4%	-1%	-14%
CCn1c(SCC(=O)c2ccc(F)cc2)nnc1-c1ccoc1C	1.1%	-1%	-7%	-26%[46.1 µM]	-8%	0%	-6%	-5%
Cc1cc(C)c2[nH]c(=O)c(C(c3nnnn3CC3CCCO3)N3CCCC(C)C3)cc2c1 (stereo not given)	0.9%	12%	0%	-18%[46.1 µM]	?	-3%	-5%	-15%
COc1cccc(-c2oc3ccc(C)cc3c(=O)c2O)c1	2.9%	/	/	/	-9%	-9%	1%	-24%
O=c1c2cc(Cl)ccc2oc2nc3n(c(=O)c12)CCCS3	0.9%	-3%	0%	-6%[46.1 µM]	?	1%	3%	0%
O=C(COC(=O)c1cc[n+]([O-])cc1)Nc1ccc([N+](=O)[O-])cc1Cl	-1.5%	12%	-7%	-2%	7%	-2%	-10%	3%
COc1ccccc1NC(=O)/C(=N/OCc1ccc(C#N)cc1)C(C)=O	-1.4%	-3%	9%	-1%	-1%	-4%	-6%	4%
Cc1ccc(-c2c(CN3CCN(c4cccc(C)c4C)CC3)csc2C)cc1	0.0%	/	/	/	1%	-2%	5%	-10%
Cc1ccc(/C=C/C(=O)c2nc3ccccc3[nH]2)cc1	3.1%	-6%	0%	?	18%	-2%	15%	-3%
Fc1ccc(/C=C\c2nccc3c2[nH]c2ccccc23)cc1	5.1%	?	?	-55%	5%	-1%	6%	?
COc1cc2c(cc1OC)C(c1ccccc1F)OC(=O)C2 (stereo not given)	0.0%	-2%	7%	15%	11%	?	3%	0%
COc1ccc(-n2c(Cc3cccn3C)nnc2SCC(=O)NC2CCCCC2)cc1	0.0%	-5%	1%	-9%	3%	-3%	-2%	-10%
O=C(CCNC(=O)c1ccc(Cl)cc1)Nc1c(F)c(F)cc(F)c1F	-1.6%	0%	-1%	7%	-6%	-1%	1%	-5%
CC(C)C(C)NC(=O)CN1C(=O)NC2(CCc3ccccc3C2)C1=O (stereo not given)	0.0%	-24%	8%	8%	2%	0%	11%	-4%
CCN1C(=O)N(CC)C2C1N(C(C)=O)C(=O)N2C(C)=O (stereo not given)	-1.0%	4%	-1%	2%[46.1 µM]	6%	-2%	2%	2%
O=c1[nH]c(=O)n(Cc2ccco2)c2c1C(C(F)(F)F)(C(F)(F)F)N=C(c1ccc(F)cc1)N2	6.2%	4%	5%	-14%[46.1 µM]	3%	0%	2%	-1%
CC(C)(C)NCC(O)COc1c(F)cc(Br)cc1F (stereo not given)	0.0%	7%	2%	-6%[46.1 µM]	?	-6%	-3%	-19%
COC(=O)c1c(-c2ccc(Cl)cc2)noc1N1CCN(c2cccc(OC)c2)CC1	-1.9%	/	/	/	7%	0%	-7%	-15%
Cc1nc2cc(CC(=O)O)ccc2o1	0.0%	3%	11%	-9%[46.1 µM]	-2%	2%	7%	-5%
COc1cccc(CNC(=O)Cc2nc3nc(C)cc(C)n3n2)c1	0.0%	-13%	-14%	15%	3%	0%	8%	-3%
CCS(=O)(=O)c1ccc2c(c1)N(S(=O)(=O)c1ccc(C)cc1)CC(C(=O)O)O2 (stereo not given)	-3.6%	-6%	3%	3%	-1%	0%	9%	2%
CCOC(=O)Cn1c(=NC(=O)c2cc(-c3cccs3)nc3ccccc23)sc2cc(S(N)(=O)=O)ccc21	16%	5%	12%	-33%	-12%	0%	-10%	-29%
O=C(CCCN1Cc2ccccc2C1)c1ccc(F)cc1	0.0%	1%	6%	1%[46.1 µM]	1%	-5%	3%	-6%
CCN(CC)S(=O)(=O)c1ccc(N2CCOCC2)c(NC(=O)CC23CC4CC(CC(Br)(C4)C2)C3)c1	0.9%	7%	2%	-23%	-7%	0%	-3%	-11%
CCOC(=O)c1ccc(NC(=O)Cn2cc(C(=O)c3ccc(Cl)cc3)c(=O)c3ccc(C)nc32)cc1	?	/	/	/	-1%	-2%	5%	-27%
CCCN(CCC)CCNC(=O)c1sc2nc3n(c(=O)c2c1C)CCCCC3	0.0%	/	/	/	0%	6%	1%	-10%
O=C(C1CC1)N1CCc2cc(Br)cc(S(=O)(=O)NC3CCCCC3)c21	0.0%	10%	1%	-3%[46.1 µM]	3%	1%	-22%	-12%
COc1ccc(S(=O)(=O)N2CCCCC2)cc1C(=O)NC1CCS(=O)(=O)C1 (stereo not given)	4.2%	/	/	/	7%	-7%	-6%	-6%
O=C(COc1ccccc1)Nc1ccc2nc(SCC(=O)N3CCc4ccccc43)sc2c1	-4.3%	/	/	/	?	?	0%	-18%
Cc1cc(C)c2c(N)c(C(=O)Nc3ccccc3C(F)(F)F)sc2n1	0.4%	/	/	/	-5%	-2%	4%	-22%
O=C(NCC1CCN(S(=O)(=O)c2ccccc2)CC1)Nc1ccc(F)cc1F	1.6%	4%	-3%	30%	-5%	-1%	4%	-13%
COC(=O)CSc1nnc(CNS(=O)(=O)c2ccc(Cl)cc2)n1C	0.5%	2%	2%	-4%[46.1 µM]	-1%	1%	0%	-6%
CN(CC(=O)Nc1ccc(S(=O)(=O)N2CCCC2)cc1)Cc1ccc(Cl)cc1Cl	0.0%	-2%	6%	-30%	0%	-1%[53 µM]	5%[53 µM]	-12%
CCN(CC)S(=O)(=O)c1cccc(NC(=O)Nc2cccc(C(F)(F)F)c2)c1	3.1%	8%	-4%	10µM*	7.9µM*	-6%	-6%	?
CCn1cc(C(=O)NCCCOC)c(=O)c2cc(S(=O)(=O)N(C)C)ccc21	0.0%	-2%	0%	7%[46.1 µM]	3%	-6%	3%	1%
CC(=O)Nc1nc(-c2ccc(Br)s2)cs1	-1.1%	-3%	-2%	0%[46.1 µM]	-6%	-2%	-3%	0%
NC(=O)CNC1CC(=O)N(CCc2ccccc2)C1=O (stereo not given)	-3.7%	2%	-1%	-3%[46.1 µM]	-2%	1%	-11%	-7%

A run of entries from further up:
SMILES	Epigenetic derep	CBFb RUNX1 block	aGal spleen mod	NPSR antag	Tau FP inhib	TR SRC2 fluor cs	TRb-SRC2 inh	Tau fluor counter
CCCN(CCC)CCNC(=O)c1sc2nc3n(c(=O)c2c1C)CCCCC3	0.0%	/	/	/	0%	6%	1%	-10%
O=C(C1CC1)N1CCc2cc(Br)cc(S(=O)(=O)NC3CCCCC3)c21	0.0%	10%	1%	-3%[46.1 µM]	3%	1%	-22%	-12%
COc1ccc(S(=O)(=O)N2CCCCC2)cc1C(=O)NC1CCS(=O)(=O)C1 (stereo not given)	4.2%	/	/	/	7%	-7%	-6%	-6%
O=C(COc1ccccc1)Nc1ccc2nc(SCC(=O)N3CCc4ccccc43)sc2c1	-4.3%	/	/	/	?	?	0%	-18%
